# Source: PubChem BioAssay (National Center for Advancing Translational Sciences (NCATS))
# CHX counter: Cycloheximide Counterscreen for Small Molecule Inhibitors of Shiga Toxin; cell reporter, cycloheximide protein synthesis inhibition counterscreen; max response, %; actives 12% (n = 300,000); in the data active means max response mostly above about 13%, no sharp cut-off; inactive means mostly below about 14%; further: read at 38.3 µM for the half of the compounds with a filed dose; 0% is about no effect
# Tb PYK inh: qHTS of Trypanosoma Brucei Inhibitors | AID 624173, 2012 | TbPYK enzyme, Kinase-Glo Plus ATP luminescence, 45 min | actives 0.12% (n = 410,000) | Potency, µM (series often up to 76.8 µM), for the others: at the top dose activity, negative = inhibition, usual class: inhibitors | pyruvate kinase (Trypanosoma brucei), Q57TT1; further: potency means the concentration at half of the fitted maximal effect; on the % scale 0 is the no-effect control and ±100 the full control effect; nearly all actives have a fitted effect of over 50% in size
#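 In this concentration-response screen, enzyme-free wells defined baseline while DMSO plates tracked drift. Each reaction combined TbPYK, substrate, compound and 130 uM ADP for 45 min at room temperature. Kinase-Glo Plus luminescence gave the signal.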
# Pf growth 48h: Primary qHTS for delayed death inhibitors of the malarial parasite plastid, 48 hour incubation | Potency, µM (titrated, usually from 28.7 µM), for inactives: at the highest dose activity change, negative = inhibition, usual class: inhibitors | actives 5.9% (n = 310,000) | P. falciparum luciferase growth in erythrocytes, 48 h; further: potency means the concentration at half of the fitted maximal effect; on the % scale 0 is the no-effect control and ±100 the full control effect
#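 Firefly luciferase activity from engineered P. falciparum reports growth; inhibitors lower the luminescent signal. Cultures contained 2% hematocrit erythrocytes at 0.1% final parasitemia.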
# AMA1 RON2 block: qHTS for Inhibitors of AMA1-RON; Towards Development of Antimalarial Drug Lead: Primary Screen; AlphaScreen AMA1-biotinylated RON2 peptide binding; Potency, µM (highest dose often 58.2 µM), for inactives: at the top dose activity change, negative = inhibition, most hits filed as inhibitors; actives 0.2% (n = 360,000); Plasmodium falciparum AMA1 (3D7) - RON2 peptide interaction; AID 720542, 2013;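 further: potency means the concentration at half of the fitted maximal effect; 0% = vehicle wells and -100% = peptide control; nearly all actives have a fitted effect of over 45% in size; some results filed as inactive show a strong effect at the top dose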
#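 AMA1 (3D7) with his tag at 25 nM final met compounds first, then biotinylated RON2 peptide at 25 nM; detection used donor plus acceptor beads, 10 µg/mL apiece, read by AlphaScreen after 30 min at room temperature.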
# LmPK inh: qHTS Assay for Inhibitors of Leishmania Mexicana Pyruvate Kinase (LmPK). Q27686. purified LmPK, Kinase-Glo ATP luminescence, 1 h. Potency, µM (top dose mostly 57.5 µM), for the others: top-dose activity change, negative = inhibition, usual class: inhibitors. actives 0.37% (n = 290,000); further: potency means the concentration at half of the fitted maximal effect; on the % scale 0 is the no-effect control and ±100 the full control effect
# Target sequence (Q27686 whole entry, looked up): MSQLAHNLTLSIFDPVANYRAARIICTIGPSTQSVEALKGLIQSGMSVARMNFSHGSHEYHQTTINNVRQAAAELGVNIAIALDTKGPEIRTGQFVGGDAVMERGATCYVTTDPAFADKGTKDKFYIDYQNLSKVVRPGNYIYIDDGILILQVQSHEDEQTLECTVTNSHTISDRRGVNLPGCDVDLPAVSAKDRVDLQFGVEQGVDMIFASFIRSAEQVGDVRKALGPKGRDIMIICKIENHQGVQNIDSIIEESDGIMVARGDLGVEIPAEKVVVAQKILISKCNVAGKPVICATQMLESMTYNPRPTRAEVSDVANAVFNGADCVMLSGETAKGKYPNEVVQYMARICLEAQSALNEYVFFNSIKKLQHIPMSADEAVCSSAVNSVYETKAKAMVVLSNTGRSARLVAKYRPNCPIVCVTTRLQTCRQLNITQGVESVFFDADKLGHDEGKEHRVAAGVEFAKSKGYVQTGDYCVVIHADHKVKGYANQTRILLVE
#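 0.1 nM LmPK, 0.5 mM PEP, 0.1 mM ADP; 50 mM imidazole pH 7.2, 7 mM MgCl2, 50 mM KCl; 1 h RT. Kinase-Glo luminescence readout, normalized to no-enzyme (full inhibition) and uninhibited wells.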
# Shiga inhibitor: A qHTS for Small Molecule Inhibitors of Shiga Toxin. Vero cells, Shiga toxin protein synthesis inhibition reporter. inhibition, % at 38.7 µM. actives 9.2% (n = 290,000). AID 2315, 2010; in the data active means inhibition mostly above about 28%, no sharp cut-off; inactive means mostly below about 43%; further: 0% is about no effect
# Pf growth 96h: Primary qHTS for delayed death inhibitors of the malarial parasite plastid, 96 hour incubation | P. falciparum luciferase reporter growth, 96 h | Potency, µM (titrated, usually from 28.7 µM), for inactives: at the top dose activity change, negative = inhibition, hits mostly inhibitors | actives 6.9% (n = 320,000) | AID 504834, 2011; further: potency means the concentration at half of the fitted maximal effect; on the % scale 0 is the no-effect control and ±100 the full control effect
#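 P. falciparum expressing integrated firefly luciferase grown in erythrocytes (2% hematocrit, 0.05% parasitemia final) with compounds for 96 hours at 37 C, 5% CO2. Growth inhibition read as loss of luminescence after adding luciferase detection reagent.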
# * marks the source's active call; other numbers are inactive results; ? = inconclusive; . = not tested or not shown; [ ] = another dose, or the depositor's remark. Unless noted, the call rests on the fitted dose curve; in most records, active means well fitted curve in the direction sought with a large enough effect; inconclusive means small, poorly fitted or top-dose-only effect, or another doubt; inactive means no such curve, though single readings can be large; an effect the other way counts as inactive or inconclusive.
SMILES,CHX counter,Tb PYK inh,Pf growth 48h,AMA1 RON2 block,LmPK inh,Shiga inhibitor,Pf growth 96h
CC1CCN(c2ccc(/C=N\Nc3nncn3N)cc2[N+](=O)[O-])CC1,3,-7%,?,17%,1%,13,13%
O=c1c(-c2ccc(F)cc2)coc2c3c(ccc12)OCCO3,44*,-5%,104%[activator],2%,-7%,87*,1%
CCOC(=O)c1ccc(NC(=O)CN2CCN(Cc3ccccc3)CC2)cc1,0,6%,-20%,-9%,1%,-18,10%
Cc1ccc(C(=O)N2CCc3cc4c(cc3C2C)OCCCO4)cc1 (centres undefined),16,-2%,?,-3%,-2%,11,?
COc1ccc(-c2cn3cc(C(F)(F)F)cc(Cl)c3n2)cc1,56*,3%,33%[activator],-8%,-1%,80*,67%[activator]
COc1ccc(NC(=O)OCCn2c([N+](=O)[O-])cnc2C)cc1,-2,1%,7%,0%,5%,-12,282%[activator]
CC(=O)Nc1sc2c(c1C(c1cccc(F)c1)N1CCN(CCO)CC1)CCCC2 (centres undefined),-3,-1%,?,1%,18%,-13,7.4µM*
CC(C)(C)NCCOCCOc1ccc(Cl)cc1C(C)(C)C,-4,-18%,-9%,0%,-1%,21,-24%
Cc1cc(C)nc(NS(=O)(=O)c2ccc(NC(=O)c3cccc(N4C(=O)CCC4=O)c3)cc2)n1,-1,-14%,7%,23%,0%,-14,8%
COc1ccc2cc(CN(CCc3ccccc3)Cc3nnnn3CC3CCCO3)c(=O)[nH]c2c1 (centres undefined),-3,-2%,9.3µM*,-6%,8%,-8,124%[activator]
COc1ccc(NS(=O)(=O)c2ccc(S(=O)(=O)N(C)C)cc2)cc1S(N)(=O)=O,1,-1%,-20%,6%,3%,-5,5%
CC(C)(C)c1csc(NC(=O)Cc2ccc(S(=O)(=O)N3CCOCC3)s2)n1,.,1%,?,8%,.,.,10µM*
Cc1nc2c(C)cccc2cc1C(=O)N/N=C/c1cccc([N+](=O)[O-])c1,-3,-5%,-4%,-1%,3%,-4,36%
COc1ccc(-c2nc3c4ccccc4ccn3c2CN2CCCCC2)cc1,-2,-10%,?,-23%,0%,10,16%
Cc1cccc(N2CC(C(=O)Nc3nnc(SCc4ccccn4)s3)CC2=O)c1 (centres undefined),7,-12%,-16%,72%[activator],-2%,24,?
CCOC(=O)/C(N=Nc1cc(C(=O)O)cc(C(=O)O)c1)=C(\O)CCl,-1,4%,36%[activator],?,4%,12,-1%
C=CC[C@]1(O)CCC2C3CCC4=CCCCC4C3CCC21C (some centres undefined),-5,-3%,-25%,.,.,-5,?
CCN(CC)C(=O)c1[nH]cnc1C(=O)Nc1cccc(C)c1,.,-1%,15%,29%,.,.,?
COc1ccc(C)cc1NC(=S)NNC(=O)c1c(Br)cnn1C,5,-26%,0%,16%,0%,8,26%
COc1ccc(Nc2nc(N3CCCCC3)nc3ccccc23)c(OC)c1,-3,-1%,.,18%,4%,-14,-89%
COc1ccc(CN2C(=NC(=O)COc3ccccc3)SC3CS(=O)(=O)CC32)cc1 (centres undefined),-3,-1%,?,10%,-1%,-8,?
COc1ccc(C)cc1-n1nnnc1SCn1nnc2ccccc2c1=O,-2,2%,.,0%,12%,-4,13%
COC(=O)Cc1nnc(SCC(=O)Nc2ccccc2)c2ccccc12,-1,-14%,?,8%,9%,-7,-26%
COC(=O)c1cc(-c2cccs2)[nH]n1,31*,0%,36%[activator],-3%,-3%,44,5%
Cc1cccc(C(=O)Nc2nsc(N)n2)c1,.,-1%,4%,0%,.,.,42%[activator]

# Given with bars between the fields: entries from further up.
SMILES | CHX counter | Tb PYK inh | Pf growth 48h | AMA1 RON2 block | LmPK inh | Shiga inhibitor | Pf growth 96h
Cc1cc(C)nc(NS(=O)(=O)c2ccc(NC(=O)c3cccc(N4C(=O)CCC4=O)c3)cc2)n1 | -1 | -14% | 7% | 23% | 0% | -14 | 8%
COc1ccc2cc(CN(CCc3ccccc3)Cc3nnnn3CC3CCCO3)c(=O)[nH]c2c1 (centres undefined) | -3 | -2% | 9.3µM* | -6% | 8% | -8 | 124%[activator]
COc1ccc(NS(=O)(=O)c2ccc(S(=O)(=O)N(C)C)cc2)cc1S(N)(=O)=O | 1 | -1% | -20% | 6% | 3% | -5 | 5%
CC(C)(C)c1csc(NC(=O)Cc2ccc(S(=O)(=O)N3CCOCC3)s2)n1 | . | 1% | ? | 8% | . | . | 10µM*
Cc1nc2c(C)cccc2cc1C(=O)N/N=C/c1cccc([N+](=O)[O-])c1 | -3 | -5% | -4% | -1% | 3% | -4 | 36%

# Next part.
SMILES,CHX counter,Tb PYK inh,Pf growth 48h,AMA1 RON2 block,LmPK inh,Shiga inhibitor,Pf growth 96h
COc1ccc2c(c1)C(=NNc1ccc(C(=O)O)cc1)c1cc(OC)ccc1-2,9,7%,?,-1%,-1%,43,35%[activator]
COC(=O)c1sccc1NC(=O)c1ccnn1C,-2,-5%,67%[activator],-8%,-3%,-8,-5%
CN(CCCC(=O)NC1CC(C)(C)NC(C)(C)C1)S(=O)(=O)c1ccc([N+](=O)[O-])cc1,-2,-2%,11%,9%,-3%,-8,?
CCCCn1c(=O)nc2n(-c3ccc(OC)cc3)c3ccccc3cc-2c1=O,4,1%,3%,-11%,5%,-5,12%
N#CCCn1cc(C(=O)N2CCOCC2)c(-c2ccc3c(c2)OCCO3)n1,9,2%,11%,21%,-2%,23,73%[activator]
CCCCOC(=O)C1=C(C)NC(=O)NC1c1cccc([N+](=O)[O-])c1 (centres undefined),-2,-7%,0%,2%,2%,-14,-58%
Cc1ccc(NC(=O)c2cnn(-c3ccccc3)c2C)cc1C,16,-11%,197%[activator],3%,-8%,39,-28%
COc1ccc(/C=C(\NC(=O)c2ccc([N+](=O)[O-])cc2)C(=O)NCCCN2CCOCC2)cc1,-3,2%,-6%,-9%,-6%,28,?
Cc1ccc(C)c(S(=O)(=O)NNC(=O)Nc2ccccc2Cl)c1,-1,8%,14%,-9%,-8%,-12,?
COc1ccc(-c2csc(NC(=O)C3CCN(C(=O)c4ccc(F)cc4)CC3)n2)cc1OC,-2,0%,?,-12%,3%,16,?
Cc1ccc(N(C(=O)c2cc3ccccc3oc2=O)C2C=CS(=O)(=O)C2)cc1 (centres undefined),11,2%,3%,-12%,2%,2,?
COCCN(C(=O)c1oc2ccccc2c1COC)c1c(N)n(CC(C)C)c(=O)[nH]c1=O,.,-2%,-1%,1%,.,.,-10%
S=c1nc(-c2ccccc2)n(Cc2ccco2)c2c1CCCC2,-1,.,-1%,.,-1%,-12,-5%
Cc1ccc(-c2csc3ncnc(SCC(=O)NCC4CCCO4)c23)cc1 (centres undefined),.,0%,?,0%,.,.,?
Cc1ccc(S(=O)(=O)Oc2cccc(/C=N/Nc3ccc(C(=O)O)cc3)c2)cc1,37*,-2%,14%,-13%,1%,26*,4%
CC1=NN(c2ccccc2C(=O)O)C(=O)C1N=Nc1ccccc1 (centres undefined),2,-1%,?,100%[activator],1%,14,0%
Cn1ncc(N2CCN(S(=O)(=O)c3ccc(Br)cc3)CC2)c(Cl)c1=O,-7,2%,-23%[5.75 µM],-10%,-1%,-8,?
Cc1cccc(C)c1NC(=O)N1C2CCCC1CC(NC(=O)C(C)(C)C)C2 (centres undefined),-2,-8%,?,7%,2%,-12,-7%
Cc1ccccc1SCC(=O)Nc1cccc(C#N)c1,1,2%,.,-7%,5%,-8,41%[activator]
NS(=O)(=O)c1ccc(CCNC(=O)C2CCCN2C(=O)OCc2ccccc2)cc1 (centres undefined),-8,-2%,-27%,-11%,8%,11,-25%
CC(C)[C@H](NC(=O)[C@@H]1Cc2ccccc2CN1C(=O)OC(C)(C)C)C(=O)NCC1CCC(C(=O)O)CC1 (some centres undefined),-4,1%,-13%,17%,0%,-2,-25%
CCn1c(N2CCN(CC(=O)c3ccc(OC)cc3)CC2)nc2ccccc21,-3,-2%,-6%,-7%,4%,0,.
CCCCCCC(=O)Nc1ccc(C(=O)N/N=C/c2cccnc2)cc1,1,1%,?,6%,2%,3,?
O=c1ccc(-c2ccc(S(=O)(=O)N3CCN(c4ccccc4)CC3)o2)n[nH]1,-9,-1%,?,2%,-11%,-5,-11%
COc1cc(NC(=O)CSc2nc(C)c(C)c(C)n2)cc(OC)c1,1,1%,2%,-7%,-1%,-7,-21%

# Remaining list, next part
SMILES,CHX counter,Tb PYK inh,Pf growth 48h,AMA1 RON2 block,LmPK inh,Shiga inhibitor,Pf growth 96h
CCc1cc(=O)n2[nH]c(C)c(-c3ccc(OC)cc3)c2n1,-3,3%,18%,1%,-7%,-4,-9%
COc1ccccc1NC(=O)C(C)OC(=O)CCNS(=O)(=O)c1ccc(C)c(C)c1 (centres undefined),.,-2%,1%,-6%,.,.,24%
Cc1ccccc1NS(=O)(=O)c1ccc(OCC(=O)N2CCN(C)CC2)cc1,-4,-3%,-3%,17%,-1%,-11,0%
COC(=O)c1ccc(C23CC4(C2)[C@H](CN(Cc2cccnc2)[C@@H]4c2ccccc2)C3c2ccccc2)cc1 (some centres undefined),-3,-2%,7.4µM*,-16%,0%,-6,8.3µM*
O=C(CNCC1CCCCC1)Nc1ccc(OC(F)(F)F)cc1,13,-2%,-4%,0%,-7%,17,46%[activator]
CC(C)CCn1c(CN(C)Cc2ccccc2)nc2c1c(=O)n(C)c(=O)n2C,-10,-14%,?,21%,0%,-8,?
Cc1cc(N2CCC(C(=O)NC3CCCCC3)CC2)nc(-c2ccccc2)n1,-2,5%,-8%,-16%,-7%,4,?
N#Cc1cccc(C#N)c1N1CCC(C#N)CC1,13,2%,-2%,16%,-4%,-3,45%[activator]
O=C(NCC(c1ccc(F)cc1)N1CCOCC1)c1nn(-c2ccccc2)c(=O)c2ccccc12 (centres undefined),.,0%,9.3µM*,0%,.,.,?
Cc1ccc(S(=O)(=O)N2CCC(c3nc4c(nnn4Cc4ccccc4)c(=O)[nH]3)CC2)cc1,-3,-2%,12µM*,-15%,4%,7,29%
C/C(=N/NC(=O)Cn1nc2ccccc2n1)c1ccc(F)cc1,-1,-23%,4%,-5%,1%,3,52%[activator]
Cc1cc(C(=O)OCC(=O)NC(C)(C)C)c2ccccc2n1,-5,-7%,5%,1%,-2%,-20,0%
O=C(Nc1nn[nH]n1)c1cc(-c2ccc(Cl)c(Cl)c2Cl)nc2ccccc12,12,3%,-4%,29%,-2%,-3,2.3µM*
Cc1ccccc1-c1nnc(SCc2ccccc2F)o1,58*,6%,85%[activator],29%,-7%,87*,?
Clc1ccc(N=C2SCC3CCCCN23)cc1 (centres undefined),70*,3%,110%[activator],11%,-4%,77*,39%[activator]

# Compounds were not picked by outcome (roughly 21% active in at least one column).
